High-throughput results: PubChem, several laboratories
West Nile antiviral: West Nile virus antiviral activity, cell-based, CPE readout (AID 1621); West Nile virus-infected cells, CPE inhibition; higher % means a stronger effect; CPE inhibition, % at 10 µM; hits with a dose series show IC50 in µM; 290,000 tested, 0.02% active; in the data active means a potency from the dose series; inconclusive means CPE inhibition mostly from about 3.7% at the one dose, without a potency; inactive means the rest, 99 in 100 with CPE inhibition below about 2.2%; further: strong numbers were not always called active
TNAP activators: human TNAP enzyme activators, primary screen, biochemical, luminescent, no phosphate acceptor, uHTS (AID 1001); purified TNAP, luminescent activation assay, no phosphate acceptor; higher activation fold means a stronger effect; activation fold at 20 µM, or EC50 in µM where a hit was titrated; 200,000 tested, 0.03% active; in the data active means activation fold from about 3, or a potency from the dose series; inactive means the rest, 99 in 100 with activation fold below about 1.6; further: many of its hits are not listed in these tables
P. falciparum M17LAP: P. falciparum M17LAP inhibitors, primary screen, biochemical, fluorogenic H-Leu-NHMec substrate, 1536-well (AID 1619). recombinant M17LAP, H-Leu-NHMec fluorogenic kinetic assay; higher % means a stronger effect. one-dose inhibition, % at 30 µM; IC50 in µM for titrated hits. 220,000 tested, 0.38% active;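 active means compound inhibiting the enzyme by more than half at any dose during confirmatory dose-response retesting; inconclusive means strong single-dose inhibitors picked by rank but not retested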;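 further: plate controls were full reaction with DMSO carrier for no effect and no enzyme background for full effect; strong numbers were not always called active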
human PMI inhibitors: MPI inhibition at elevated mannose 6-phosphate – biochemical, fluorescence intensity, high mannose 6-phosphate, primary screen (AID 1220); recombinant PMI enzyme, coupled fluorescence intensity; higher % means a stronger effect; inhibition, % at 20 µM, or IC50 in µM where a hit was titrated; 190,000 tested, 0.66% active
M1AAP inhibition: P. falciparum M1AAP inhibitors, biochemical, fluorogenic H-Leu-NHMec substrate, 1536-well (AID 1445); recombinant M1AAP, H-Leu-NHMec fluorogenic kinetic assay; higher % means a stronger effect; inhibition, % at 30 µM; hits with a dose series show IC50 in µM; 220,000 tested, 0.42% active;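 active means primary inhibition above the hit cutoff, then over 50% inhibition at one or more dose response concentrations, cut at about 23% in these data, passing the limit was not always enough; inconclusive means conflicting primary data, or primary hits not chosen for dose response; inactive means low primary inhibition, or under 50% at every dose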;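 further: plate controls were DMSO full reaction for no effect and no enzyme background for full effect; strong numbers were not always called active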
K1F lysis inhibition: protection from phage-mediated lysis, alamar blue read-out – E. coli UTI89, K1F phage, bacterial capsule biogenesis inhibitors (AID 488966); E. coli UTI89 K1F phage lysis, alamar blue, 2 h; higher % means a stronger effect; 340,000 tested, 0.02% active; inhibition, % at 100 µM; hits with a dose series show IC50 in µM;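 active means phage lysis inhibition, versus mean bacterial control, above a set limit; inconclusive means no clear call, values can overlap the other calls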;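 further: capsule biogenesis inhibitors block K1F phage lysis so surviving cells raise fluorescence; higher fluorescence means more inhibition of phage lysis; actives were called in the ten point dose series up to 300 µM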
T cell modulator: T cell immune modulation candidate | 330,000 tested, 0.068% active | calls only at 7 µM | 2C CD8+ T cell-vesicle binding, flow cytometry; active compounds read low;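 active means response, share of CD8 T cells binding vesicles, and their 90th percentile fluorescence all below set limits, cut at about 80% in these data, passing the limit was not always enough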
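Also added: QL9-peptide-loaded Drosophila micro-vesicles bearing Ld, ICAM-1 and B7-1; Test system: purified 2C TCR transgenic mouse naive CD8+ T cells; Measured by: cytometric PE anti-B7-1 and Alexa647 anti-CD8 signals after 1% paraformaldehyde fixation; Timing: binding step 1.5 h, 37 °C, antibody labelling 20 min, ice.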
human PMI inhibition: inhibitors of human PMI, primary screen, biochemical, fluorescence intensity, coupled assay (AID 1209). purified PMI enzyme, coupled fluorescence intensity; higher % means a stronger effect. inhibition, % at 20 µM; hits with a dose series show IC50 in µM. 190,000 tested, 0.42% active;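 further: plate controls were DMSO vehicle for no effect and wells lacking substrate for full effect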
RSV CPE inhibition: inhibition of RSV-induced cytopathic effect – HEp-2 cells, primary 10 µM value included (AID 2391). HEp-2 cells, RSV-induced CPE inhibition; higher % means a stronger effect. CPE inhibition, % at 10 µM; hits with a dose series show IC50 in µM. 310,000 tested, 0.13% active; in the data active means a potency from the dose series; inconclusive means CPE inhibition mostly from about 23% at the one dose, without a potency; inactive means the rest, 99 in 100 with CPE inhibition below about 21%; further: strong numbers were not always called active
T cell modulator vesicle-bound %: also measured in T cell modulator; calls as there; double positive events, %; measured here: CD8+ vesicle-bound cell fraction;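 binding gate set so that unloaded-vesicle control wells show 10% double positive cells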
Numbers without * were called inactive; i = inactive; ? = inconclusive; . = no result given; [ ] = another dose, or the depositor's remark. Unless noted, no stated cut-off is given here; in the data, active means inhibition above about 50%; inactive means the rest.

Sequence of screens – West Nile antiviral | TNAP activators | P. falciparum M17LAP | human PMI inhibitors | M1AAP inhibition | K1F lysis inhibition | T cell modulator | T cell modulator vesicle-bound % | human PMI inhibition | RSV CPE inhibition
- O=S(=O)(c1ccc(-c2ccccc2)cc1)N1CCCCC1
    -0.3% | . | . | . | . | -1.4% | i | 60.6 | . | 3.1%
- C=CCNC(=O)c1c(Cl)cnn1-c1ccc(C)cc1
    0.1% | 1.1 | 3.0% | 9.2% | 14.7% | . | i | 57.9 | 12.6% | 0.3%
- CC(C)(NC(=O)N1CCOCC1)c1cccc(C(C)(C)NC(=O)N2CCOCC2)c1
    0.2% | . | . | . | . | 0.8% | i | 37.9 | . | 0.5%
- COc1ccc2c(c1)N(C)/C(=C1/SC(=NCc3ccccc3)N(c3ccccc3)C1=O)S2
    -0.1% | 1 | 5.5% | 8.5% | -0.7% | 0.8% | i | 28.3 | 3.4% | 1.7%
- Cc1ccc(-c2noc(C3CCCN(C(=O)C4CCCCC4)C3)n2)o1 (stereo not drawn)
    -0.9% | 1.3 | 13.4% | -8.1% | 1.4% | 4.5% | i | 50.5 | -4.2% | 1.2%
- N#CCCn1nc(-c2ccccc2)cc1Nc1ccccc1NC(=O)c1cccs1
    -0.5% | 1.1 | -21.3% | 2.1% | 11.3% | -1.4% | i | 48.7 | 1.5% | 8.6%
- CCN(CC)CCN=CC1=C(O)CNC1=O
    -0.2% | 1.1 | 6.0% | -1.4% | 2.4% | 3.3% | i | 54.0 | -7.4% | 0.1%
- CC1(C)CC(=O)/C(=C(\O)CCCN2C(=O)c3ccccc3C2=O)C(=NCC(=O)O)C1
    0.2% | 0.9 | -2.5% | -11.6% | -0.7% | 1.0% | i | 58.0 | -20.4% | -1.2%
- COC(=O)CN(c1ccc(F)cc1)S(=O)(=O)c1ccccc1
    1.1% | 1.1 | 3.0% | 11.4% | -0.8% | 0.8% | i | 12.3 | 13.1% | 2.7%
- CC1=Nc2ccc(C)cc2N(Cc2ccccc2)C(=O)C1
    -0.4% | 0.9 | 2.9% | -5.5% | 5.3% | -1.5% | i | 33.2 | -4.2% | 1.3%
- Cc1cccc(C)c1-n1c(C)cc(/C=N/NC(=O)CSc2ncccn2)c1C
    0.3% | 1.2 | 4.4% | -0.8% | 4.3% | 2.1%[50 µM] | i | 41.1 | 3.0% | 4.0%
- CCCCCCCC1(C)NC(=O)NC1=O (stereo not drawn)
    0.7% | . | 1.4% | . | -0.5% | -1.7%[50 µM] | i | 58.2 | . | -0.9%
- O=C(c1cccnc1Nc1ccccc1F)N1CCOCC1
    0.5% | 1 | 6.4% | -8.5% | 2.3% | -1.1% | i | 50.6 | -11.3% | 1.7%
- CCOC(=O)C1CCCN(C(=O)c2csc(-c3ccc4c(c3)CCO4)n2)C1 (stereo not drawn)
    0.3% | . | -5.7% | . | 6.2% | 9.7% | i | 41.1 | . | 0.3%
- COC(=O)Cn1c2ccccc2c2nc(=O)cc(C)n21
    0.1% | 1.1 | 4.2% | -6.9% | -3.3% | 1.3% | i | 27.8 | -5.4% | 6.2%
- COc1cccc(-c2nn3c(-c4cc(C)[nH]n4)nnc3s2)c1
    0.5% | 1.3 | -5.6% | -5.7% | 6.3% | -0.2% | i | 49.4 | 19.5% | 1.2%
- COc1cccc(C2/C(=C(/O)c3ccc(F)cc3)C(=O)C(=O)N2CCN(C)C)c1 (stereo not drawn)
    0.1% | 1.1 | 17.6% | 6.6% | -1.9% | 0.1% | i | 33.5 | 3.0% | 2.5%
- O=C1CC2(CCCC2)Oc2ccc(F)cc21
    -0.1% | . | . | . | . | 1.1% | i | 17.7 | . | 3.8%
- O=C(NCc1ccc(Cl)cc1)c1ccc(COCC(F)(F)F)o1
    -0.3% | 1.1 | -6.9% | 14.1% | -0.2% | 0.3% | i | 26.9 | 21.0% | 3.7%
- CCOc1cc(/C=C(/C#N)c2nc3ccccc3[nH]2)ccc1Oc1ccc([N+](=O)[O-])cn1
    ? | 1.1 | 0.7% | 19.8% | 1.4% | 3.2% | i | 26.0 | 19.8% | 1.7%
- CC(=O)c1sc2nc(SCC(=O)NCCc3ccccc3)[nH]c(=O)c2c1C
    -0.1% | . | . | . | . | 0.2%[50 µM] | i | 27.8 | . | 2.2%
- COc1cccc(C(C(=O)NC2CCCCC2)N(C(=O)c2csnn2)C2CC2)c1 (stereo not drawn)
    -1.0% | . | . | . | . | -1.1% | i | 33.5 | . | 1.4%
- CN1C(=O)NC2C1N(S(C)(=O)=O)CCN2S(C)(=O)=O (stereo not drawn)
    0.4% | 1.2 | 1.3% | 2.6% | 10.6% | 6.2% | i | 8.8 | 3.0% | 0.4%
- CCOc1cc(C2C(C(=O)c3ccc(C)cc3)=C(C(=O)OC)Nc3nnnn32)ccc1O (stereo not drawn)
    0.0% | 1.1 | -3.4% | -6.7% | 13.4% | 0.5% | i | 20.3 | -6.4% | 1.0%
- CCC(C)[C@H](NC(=O)NCCCc1ccccc1)C(=O)OC (stereo partly drawn)
    0.0% | 1 | -5.1% | -9.0% | -2.1% | -1.4% | i | 9.0 | -8.3% | 1.2%
- O=C(C1CCCC1)N1CCCC(Nc2ccccc2)C1 (stereo not drawn)
    -0.1% | . | . | . | . | 0.0% | i | 46.2 | . | 1.2%
- Cc1ccn2cc(CC(=O)O)nc2c1
    1.0% | 1 | 10.9% | -7.9% | 5.2% | -0.1% | i | 35.3 | -14.1% | -0.3%
- CC12CCC(c3nnc(SCC(=O)Nc4cccc5ccccc45)nc31)C2(C)C (stereo not drawn)
    1.0% | 1.1 | 47.8% | 3.5% | 3.9% | -0.5% | i | 55.8 | 0.2% | 3.0%
- CN(C)S(=O)(=O)N1CCCC(C(=O)c2ccc(-c3ccccc3)cc2)C1 (stereo not drawn)
    -1.3% | 1.1 | 20.3% | 8.0% | 0.1% | 1.2% | i | 21.5 | -0.6% | 16.1%
- CC(=O)c1cccc(NC(=O)C(OC(=O)c2ccccc2NS(=O)(=O)c2cccs2)c2ccccc2)c1 (stereo not drawn)
    -0.4% | 1.1 | 4.7% | 1.9% | 6.3% | 14.3% | i | 26.6 | 15.1% | 18.1%
- COc1ccc(-c2cc(C(=O)Nc3cccnc3)c3ccccc3n2)cc1OC
    -0.6% | . | . | . | . | -0.6% | i | 16.3 | . | 4.2%
- CC(C)(C)N1CC(c2nc3ccccc3n2Cc2ccccc2)CC1=O (stereo not drawn)
    -0.6% | 1 | 6.2% | -8.5% | 16.3% | 3.1% | i | 8.1 | -2.0% | -0.2%
- COc1cc(C(=O)N2CCN(c3ccc(C)cc3C)CC2)cc(OC)c1OC
    0.3% | 1 | 10.1% | 6.2% | -1.7% | 4.5% | i | 19.0 | 5.8% | 4.2%
- COCCNC(=O)CC(NS(=O)(=O)c1ccc(NC(C)=O)cc1)C(C)C (stereo not drawn)
    0.4% | 1.1 | -4.1% | 4.0% | 7.8% | 0.1% | i | 2.2 | 5.6% | -0.2%
- COCCN1CCC(CNCc2cn[nH]c2-c2ccc(C)c(C)c2)C1 (stereo not drawn)
    0.3% | 1 | -5.2% | 3.4% | -0.8% | 0.0% | i | 33.1 | 5.8% | -2.5%
- Cc1ccc(C)c(C(=O)NCc2ccncc2)c1
    -0.3% | 1.1 | -0.5% | 3.2% | -12.9% | 7.8% | i | 27.6 | -0.7% | 0.0%
- COCc1cc(C)n(CC(=O)Nc2ccc(N3CCOCC3)c(Cl)c2)c(=O)c1C#N
    -0.5% | . | . | . | . | 0.3% | i | 32.4 | . | 2.8%
- C=CCn1c(=O)c2ccccc2n2c(SCC(N)=O)nnc12
    -0.2% | 1.1 | -1.1% | -7.9% | -0.6% | 0.7% | i | 18.4 | -5.4% | 2.0%
- COc1ccc([N+](=O)[O-])cc1NC(=O)COC(=O)C1CC1
    -0.6% | 1 | -4.0% | -5.8% | 2.0% | 0.6% | i | 39.1 | 3.0% | 2.3%
- Cc1ccc(NC(=S)N(CCCN2CCOCC2)Cc2ccco2)cc1C
    -0.9% | 1.1 | 5.0% | -7.6% | 7.9% | 0.4% | i | 41.1 | -14.0% | 5.9%
- CCCC(=O)Nc1ccc(C(=O)NN=C(C2CC2)C2CC2)cc1
    0.0% | 1 | -1.4% | -6.8% | 3.0% | -0.5% | i | 32.7 | -6.2% | 2.2%
- Cc1cccn2c(=O)c(/C=C(\C#N)C(=O)NC3CCS(=O)(=O)C3)c(N3CCC(C(N)=O)CC3)nc12 (stereo not drawn)
    -0.1% | 1 | -111.3% | 9.9% | 3.8% | 2.3% | i | 24.2 | 5.4% | -0.2%
- Cn1c(N)c(C(=O)c2ccc(Oc3ccccc3)cc2)c(=O)n(C)c1=O
    -1.4% | 1.1 | -15.7% | -6.9% | 0.9% | 0.5% | i | 49.3 | -4.2% | 1.1%
- COc1cc(NC(=O)c2ccccc2Cl)ccc1NC(=O)c1cccs1
    0.5% | 1.1 | 1.3% | 11.0% | 1.0% | 4.1% | i | 41.5 | 6.0% | 1.1%
- CCN(CC)C(=O)c1scc2c1OCCO2
    -0.2% | 1.1 | -4.3% | 2.6% | 1.6% | 2.0% | i | 27.7 | 7.8% | 0.7%
- Cc1oncc1C(=S)Nc1ccccc1
    -0.5% | 1.1 | -4.1% | -11.0% | 1.8% | 2.5%[50 µM] | i | 33.2 | -10.1% | 2.1%
- Cc1ccccc1NC(=O)c1ccc2c(c1)N(C)CCS2
    -0.8% | . | . | . | . | -0.5% | i | 56.8 | . | 0.5%
- COC(=O)C1=C(C)N(c2ccc(F)c(Cl)c2)C(=O)C1
    -1.0% | 1.1 | 6.4% | -41.7% | -2.3% | 2.2% | i | 47.5 | -23.8% | -0.1%
- O=C(Nc1cccc(Br)c1)c1ccc2snnc2c1
    -1.0% | . | . | . | . | 0.2% | i | 6.3 | . | 1.1%
- C/C(=N\NC(=O)c1ccccc1O)c1cccs1
    -0.5% | 1 | 20.0% | -1.8% | 7.4% | 1.4% | i | 16.6 | 0.8% | -1.4%
- COc1ccccc1Nc1nccc(N(C)C)c1C#N
    0.9% | 1.1 | 4.8% | -0.2% | 0.8% | 0.6% | i | 55.1 | 0.1% | -1.8%
- Cc1nc2scc(-c3ccc(C(C)C)cc3)c2c(=O)n1N
    0.9% | 1.1 | -8.7% | -0.8% | -2.9% | . | i | 38.7 | -6.6% | 0.0%
